Bioassay records from PubChem BioAssay.
DT40 TDP1 CPT: growth inhibition of DT40 Tdp1-/-;hTDP1 cells with camptothecin (screen for TDP1 inhibitors). 420,000 tested, 12% active. chicken DT40 Tdp1-/-;hTDP1 cells + 20 nM CPT, ATP luminescence, 48 h. Potency, µM (highest dose often 46.2 µM), inactives show at the top dose activity change, negative = growth inhibition, hits mostly inhibitors; note: nearly all actives have a fitted effect of over 55% in size
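Chicken DT40 Tdp1-/- cells complemented with human TDP1, 400 cells/well, exposed to compounds plus 20 nM camptothecin for at least 48 h at 37 C; viability read as ATP content by CellTiter-Glo luminescence.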
DT40 TDP1 no CPT: qHTS for Inhibitors of human tyrosyl-DNA phosphodiesterase 1 (TDP1): qHTS in cells in absence of CPT; Potency, µM (titrated, usually from 46.2 µM), for inactives: at the top dose activity change, negative = growth inhibition, most hits filed as inhibitors; AID 686978, 2013; 420,000 tested, 15% active; DT40 Tdp1-/- hTDP1 cells, no CPT, ATP luminescence, 48 h; note: nearly all actives have a fitted effect of over 55% in size
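Stably hTDP1-transfected Tdp1-null chicken DT40 cells were treated with library compounds minus camptothecin and grown for at least 48 hr at 37 °C, after which cellular ATP was quantified by luminescence.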
TDP1 inh: inhibitors of human tyrosyl-DNA phosphodiesterase TDP1; Q9NUW8; recombinant TDP1, AlphaScreen DNA substrate cleavage; Potency, µM (titrated, usually from 130 µM), without a hit: at the highest dose activity change, negative = inhibition, most hits filed as inhibitors; 350,000 tested, 0.28% active; AID 485290; note: nearly all actives have a fitted effect of over 40% in size
Target sequence (Q9NUW8 whole entry, looked up): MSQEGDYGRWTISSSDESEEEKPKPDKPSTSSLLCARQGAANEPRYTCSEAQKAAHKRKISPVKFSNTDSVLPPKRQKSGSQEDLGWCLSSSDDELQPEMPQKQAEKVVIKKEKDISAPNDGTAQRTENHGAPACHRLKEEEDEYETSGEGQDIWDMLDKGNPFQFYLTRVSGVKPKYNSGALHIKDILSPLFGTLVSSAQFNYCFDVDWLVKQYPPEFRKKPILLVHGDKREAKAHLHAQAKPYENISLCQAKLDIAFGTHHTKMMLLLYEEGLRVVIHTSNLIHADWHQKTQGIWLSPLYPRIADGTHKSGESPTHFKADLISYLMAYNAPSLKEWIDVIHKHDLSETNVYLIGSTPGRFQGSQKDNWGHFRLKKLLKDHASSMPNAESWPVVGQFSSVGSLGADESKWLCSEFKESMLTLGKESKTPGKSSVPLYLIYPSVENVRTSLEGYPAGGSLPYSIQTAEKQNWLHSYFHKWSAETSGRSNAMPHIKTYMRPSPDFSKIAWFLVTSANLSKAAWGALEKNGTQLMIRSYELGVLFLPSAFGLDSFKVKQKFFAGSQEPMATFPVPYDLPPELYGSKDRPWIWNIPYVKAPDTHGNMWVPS
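Compounds were preincubated with Tdp1 (1 nM final) for 15 min at room temperature before substrate (15 nM final) started a 5 min reaction; beads (10 ug/ml final) were then added for 10 min before AlphaScreen detection.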
An asterisk follows results filed as active; ? = inconclusive; . = no result given; & = joins results of further samples; [ ] = another dose, or the depositor's remark. Calls come from the whole dose curve; as a rule, active = well fitted curve in the direction sought with a large enough effect; inconclusive = small, poorly fitted or top-dose-only effect, or another doubt; inactive = no such curve, though single readings can be large; an effect the other way counts as inactive or inconclusive. % is set by controls: 0 for no effect and ±100 for the full control effect; potency is the fitted concentration of half-maximal effect.

SMILES	DT40 TDP1 CPT	DT40 TDP1 no CPT	TDP1 inh
Cc1noc(C)c1N=Nc1ccccc1C(=O)O	5%	2%	5%
O=C(O)CC(NC(=O)c1ccco1)c1ccco1 (stereo not drawn)	-13%	2%	-13%
O=C(NNc1nc2cc3c(cc2s1)OCO3)c1cccc(F)c1	?	?	5%
Cc1cc(NC(=O)COc2ccc(C)c(C)c2)no1	5%	-10%	.
NC(=O)c1nn2c(C(F)(F)F)cc(-c3ccccc3)nc2c1Br	?	?	.
CC(NC(=O)c1cc2ccccc2o1)c1ccccc1 (stereo not drawn)	-6%	5%	-2%&-1%
O=C(CN1c2ccccc2S(=O)(=O)c2ccccc21)NCc1ccccc1	-27%	6%	10%
COc1ccc(O)c(C(=O)c2cnn(C(=O)c3cc(C)oc3C)c2)c1	-8%	?	4%
O=C(NNC(=O)c1ccncc1)c1ccccc1	0%	15%	.
O=c1[nH]c(/C=C\c2cccc(O)c2)nc(O)c1[N+](=O)[O-]	-19%	19%	.
Cc1ccc(NC(=S)N(N)CCO)cc1	3%	?	-3%
COc1ccc(C)cc1NC(=O)C1CCN(S(=O)(=O)c2ccccc2)CC1	1%	6%	6%
Cc1ccc(N(C(=O)c2snc(C(N)=O)c2N)C(C(=O)NC2CCCC2)c2ccncc2)cc1 (stereo not drawn)	?	-19%	.
O=C(N[C@@H](Cc1ccccc1)C(=O)NCCc1c[nH]c2ccccc12)c1ccco1	?	?	10%
CC(=O)Nc1sc(C)c(C)c1C(=O)OCC(=O)Nc1cc(S(C)(=O)=O)ccc1Cl	?	?	-2%
C=CCSC1=C(C#N)C(c2ccccc2OCC)CC(=O)N1 (stereo not drawn)	-17%	-5%	3%
CCCCCCSc1ncc(C#N)c(N)n1	-4%	-28%	7%
Cc1cccc(C(=O)NNC(=O)C2CC2)c1	-2%	18%	3%
Cc1ccc(OC(=O)CSc2nnc(-c3cccs3)o2)cc1C	-21%	-13%	-3%
COc1cccc(NC(=O)c2sc3nc(C)c(C(=O)Nc4ccc(C)cc4C)c(-c4cccs4)c3c2N)c1	?	?	0%
COc1ccc2cc(CN(CC3CCCO3)C(=S)NCc3ccco3)c(=O)[nH]c2c1 (stereo not drawn)	-17%	?	6%
N#CCC(=O)Nc1ccc(C(=O)NCc2cccc(Cl)c2)cc1	-6%	2%	.
Cn1cc(C2N3CC4(C)CN2CC(C)(C3)C4=O)c2ccccc21 (stereo not drawn)	-10%	-6%	5%
CNC(=O)c1ccc(CN(C)C(=O)/C=C/c2ccc(S(=O)(=O)N3CCCCCC3)cc2)cc1	23µM*	23µM*	.

Ordered by formula weight (smallest number first): part of the list above.
SMILES	DT40 TDP1 CPT	DT40 TDP1 no CPT	TDP1 inh
N#CCC(=O)Nc1ccc(C(=O)NCc2cccc(Cl)c2)cc1	-6%	2%	.
NC(=O)c1nn2c(C(F)(F)F)cc(-c3ccccc3)nc2c1Br	?	?	.
COc1ccc(C)cc1NC(=O)C1CCN(S(=O)(=O)c2ccccc2)CC1	1%	6%	6%
O=C(N[C@@H](Cc1ccccc1)C(=O)NCCc1c[nH]c2ccccc12)c1ccco1	?	?	10%
CC(=O)Nc1sc(C)c(C)c1C(=O)OCC(=O)Nc1cc(S(C)(=O)=O)ccc1Cl	?	?	-2%

The list continues.
SMILES	DT40 TDP1 CPT	DT40 TDP1 no CPT	TDP1 inh
Cc1cccc2cc(-c3nc4ccc(C(=O)O)cc4[nH]3)c(=O)oc12	?	-25%	.
COc1ccc(/C=N\Nc2ccc([N+](=O)[O-])cc2[N+](=O)[O-])c(C(=O)O)c1OC	-28%	-23%	8%
COc1cccc(CN2CC(C(=O)N(C)CC3CCOCC3)CCC2=O)c1 (stereo not drawn)	8%	0%	-1%
O=C(NCc1ccc(F)cc1)c1cnc(N2CCCCC2)c2ccccc12	?	?	-8%
COc1ccc(Br)c(C(=O)NC(C)(C)CO)c1	-20%	-28%	5%
Cc1cc(C)n(-c2ccc(C(=O)NCCCN3CCOCC3)cc2)n1	1%	-10%	8%
Cn1c(=O)oc2cc(S(=O)(=O)CCC(=O)NCCc3ccccc3)ccc21	1%&-8%	17%&0%	2%&-2%
Cc1cccc(NC(=O)CN2C(=O)N/C(=C\c3cccn3-c3cccc(C(=O)O)c3)C2=O)c1	4%	-7%	.
COc1ccc2c(c1)C1(Nc3ccccc3-c3nc4ccccc4n31)C(=O)N2 (stereo not drawn)	-27%	-13%	7%
C=CC1=C(C(=O)O)N2C(=O)[C@@H](NC(=O)/C(=N\OCC(=O)O)c3csc(N)n3)[C@H]2SC1	-9%	-9%	14µM*
O=C(CCNS(=O)(=O)c1cccs1)NCc1cccs1	-1%	0%	2%
CCOc1ccc(C(=S)N2CCCC2)c(OCC)c1	21µM*	?	5%
COc1ccc(S(=O)(=O)N2CCCCCC2)cc1C(=O)Nc1ccc(C)cn1	-5%	?	.
O=C(c1ccccc1)c1ccccc1C(=O)N1CCCC1	2%	10%	4%
CCCn1c(=O)c(C(=O)NC(C)c2ccccc2)c(O)c2ccccc21 (stereo not drawn)	?	26µM*	.
Cc1cc(C)cc(N(CCC#N)C(=O)COC(=O)CNC(=O)c2sc3ccccc3c2Cl)c1	-11%	-25%	3%[0.505 µM]
COC(=O)C1=CN(c2ccc(Oc3ccccc3)cc2)C(N)=C(C#N)C1c1cccc(OC)c1OC (stereo not drawn)	15µM*	13µM*	.
COc1ccc2sc3ccccc3c(=O)c2c1	8%	6%	.
Cc1c(O)c2cccnc2[nH]c1=O	5%	2%	0%
O=C(COC(=O)CNC(=O)c1ccccc1)Nc1nc(-c2ccccc2)cs1	-1%	-18%	3%
O=C(Cn1ccccc1=O)c1ccc(Cl)cc1	2%	8%	1%
COc1ccc(C(=O)OCc2cc(=O)n3nc(-c4cccs4)sc3n2)cc1	-17%	?	-2%
CS(=O)(=O)NCCCCCCNS(C)(=O)=O	1%	1%	0%
ClC1(Cl)CC1CSc1nnc(-c2ccncc2)o1 (stereo not drawn)	-25%	?	.

The list goes on; it opens with the four that closed the last part.
SMILES	DT40 TDP1 CPT	DT40 TDP1 no CPT	TDP1 inh
O=C(Cn1ccccc1=O)c1ccc(Cl)cc1	2%	8%	1%
COc1ccc(C(=O)OCc2cc(=O)n3nc(-c4cccs4)sc3n2)cc1	-17%	?	-2%
CS(=O)(=O)NCCCCCCNS(C)(=O)=O	1%	1%	0%
ClC1(Cl)CC1CSc1nnc(-c2ccncc2)o1 (stereo not drawn)	-25%	?	.
COCCN(C(=S)Nc1ccc(OC)cc1)C1CCN(C(C)=O)CC1	7%	-5%	1%
O=C(OCC1OC2OC3(CCCCC3)OC2C2OC3(CCCCC3)OC12)c1ccccc1 (stereo not drawn)	?	?	0%
C/C(CC(=O)Nc1cc(Cl)ccc1C)=N\NC(=O)C(=O)N1CCCC1	-23%	-4%	5%
Cc1ccc(C(=O)NCCCC(=O)O)o1	0%	7%	3%
Cc1onc(-c2ccccc2Cl)c1C(=O)NCCN1Cc2ccccc2C1=O	-11%	-16%	0%
Cc1cc(C)n2cc(CSc3nc4ccccc4[nH]3)nc2n1	1%	-1%	0%
C/C(Sc1nnc(Cc2ccccc2)o1)=C(\O)c1ccccc1	?	?	.
CCOc1ccc(CCNC(=O)c2cn(CC)c3ccc(S(=O)(=O)N4CCCCCC4)cc3c2=O)cc1OCC	?	18µM*	5%
Cc1cc2oc(=O)cc(Cn3ccnc3)c2cc1O	-11%	-10%	.
O=C(OCCCOC(=O)c1ccc(O)cc1)c1ccc(O)cc1	-21%	-9%	12%
Cc1ccc(NC(=O)CN2C(=O)c3ccccc3C2=O)cc1	-2%	1%	.
Cc1nc(N2CCOCC2)c2c(C(=O)N(C)c3ccccc3)c(C)oc2n1	1%	7%	4%
CCCCOc1ccc(C(N)=O)cc1	6%	-9%	.
COc1cc(NC(=O)c2ccc3c(c2)OCO3)ccc1NC(=O)c1ccco1	-3%	-22%	-5%[56.1 µM]
O=C(CSc1n[nH]c(-c2cccnc2)n1)OC1CCCCC1	?	?	-3%
COc1ccc(CNC(=O)O[C@@H]2C[C@H]3C(=O)N(c4ccccc4)C(=O)[C@H]3[C@@]3(CN(S(=O)(=O)c4ccc(C)cc4)C[C@H]3C)[C@@H]2O)cc1OC	?	26µM*	.
COC(=O)c1ccccc1NC(=O)CCC(=O)N1CC(C)Oc2ccc(C)cc21 (stereo not drawn)	15µM*	?	.
Cc1ccc(-n2nnnc2CNC(=O)c2ccc(F)cc2)cc1C	-9%	-1%	5%
Clc1cccc(/C=N/Nc2nnc(Cl)c3ccccc23)c1	?	-24%	8%
Cn1c(O)c(C2=c3ccccc3=NC2=O)[nH]c1=S	-20%	-23%	0%
COC(C(=O)Nc1ccnn1C1CCN(Cc2cnn(C(C)C)c2)CC1)c1ccccc1 (stereo not drawn)	-17%	22%	3%
CCOc1ccc(N2CC(C(=O)Nc3ccc(S(=O)(=O)N4CCCC4)cc3)CC2=O)cc1 (stereo not drawn)	1%	-17%	4%
Cc1oc(-c2cccc(Cl)c2)nc1CN1CCC(C(=O)NCCCN2CCCC2=O)CC1	2%	-5%	3%
CC1(C)Oc2ccc3ccc(=O)oc3c2CC1=O	-20%[9.04 µM]	-25%[9.04 µM]	7%
COc1ccc2c(c1)c1ncn(Cc3ccc(F)cc3)c(=O)c1n2C	-19%	-29%	.
CC(C1CC1)N(Cc1ccccc1)C(=O)NC(=O)c1cccc(F)c1 (stereo not drawn)	?	?	-3%
COc1ccc(NC(=O)c2cc(-c3cc(Cl)ccc3OC)n[nH]2)c(OC)c1	23µM*	?	.
CCNC(=O)C1CCCN(C(=O)c2cc(F)ccc2C)CC1 (stereo not drawn)	-18%	-17%	.
O=C(NC(=S)NNC(=O)c1ccco1)c1ccc(F)cc1	?	16µM*	4%
N/C(COc1cccc(C(F)(F)F)c1)=N\NC(=O)c1cccnc1Oc1ccccc1	?	?	6%
CC1CCCCN1C(=O)CCS(=O)(=O)Cc1ccccc1 (stereo not drawn)	-4%	-4%	10%
CCN1CCN(Cc2ccc(NC(=O)c3ccc(C)c(NC(=O)c4c[nH]c5cc(C(F)(F)F)ccc5c4=O)c3)cc2C(F)(F)F)CC1	4.6µM*	4.1µM*	-1%
CN(C)/C=C/c1onc(-c2c(Cl)cccc2Cl)c1C#N	1%	0%	-3%
Cc1ccc(C(=O)NC(C)C2CC3CCC2C3)cc1 (stereo not drawn)	-1%	-9%	.
COC(=O)c1ccc(C(C(=O)NC2CCCCC2)N(CCc2ccccc2)C(=O)Cc2cccs2)cc1 (stereo not drawn)	5.2µM*	6.5µM*	-1%
C=CCn1c(SCC(=O)Nc2cccc(C)c2)nnc1-c1cnccn1	-10%	-7%	0%
COc1ccccc1CNC(=O)/C=C/c1ccc(S(=O)(=O)N2CCOCC2)cc1	-6%	?	7%
S=c1[nH]nc(NCCCN2CCOCC2)s1	-17%	-28%	11%
Cc1oc2ncn(C)c(=O)c2c1C(=O)N(Cc1ccccc1)C(C)C	-20%	?	-1%
CC(=O)N1CCc2cc(S(=O)(=O)NCCC(=O)N3CCN(c4ccccn4)CC3)ccc21	-23%	?	4%
CS(=O)(=O)Nc1ccc(C2=NN(S(C)(=O)=O)C(c3ccc4nccnc4c3)C2)cc1 (stereo not drawn)	-19%	1%	3%
CC1=C(C(=O)N2CCCCCC2)CC(CC(=O)NC2CCCCC2)C(=O)N1Cc1ccc(F)cc1 (stereo not drawn)	?	?	.
CCOc1ccc(N2CC(c3nc4ccccc4n3Cc3ccccc3F)CC2=O)cc1 (stereo not drawn)	?	?	4%

Reprinted at random: 2 compounds from above, in no set order.
SMILES	DT40 TDP1 CPT	DT40 TDP1 no CPT	TDP1 inh
COc1ccccc1CNC(=O)/C=C/c1ccc(S(=O)(=O)N2CCOCC2)cc1	-6%	?	7%
CC(=O)N1CCc2cc(S(=O)(=O)NCCC(=O)N3CCN(c4ccccn4)CC3)ccc21	-23%	?	4%
